PrPC TRFRET: reduces human prion protein on the cell surface | 370,000 compounds, 0.43% hits | cell surface PrPC, TR-FRET read-out | AID 720596 | inhibition, % at 13.8 µM; in the data active = inhibition above about 24%; note: 0% = median of the test wells and 100% = reference compound wells
MazEF act: MazEF (E. coli) toxin RNase activation. P0AE70. FAM/BHQ RNA-DNA oligo cleavage fluorescence, 5 h. activation, % at 20 µM. AID 504720. 350,000 compounds, 0.32% hits; in the data active = activation above about 50%
Target sequence (P0AE70 whole entry, looked up): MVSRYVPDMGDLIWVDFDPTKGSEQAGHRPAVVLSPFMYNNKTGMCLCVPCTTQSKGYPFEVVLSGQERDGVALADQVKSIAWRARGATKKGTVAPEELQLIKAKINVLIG
CCHFV vOTU inh: blocks the CCHF virus ovarian tumor domain protease; AID 651958; inhibition, % at 11.5 µM; 370,000 compounds, 0.55% hits; CCHFV vOTU protease, Pep-AMC fluorescence; in the data active = inhibition above about 30%; note: 0% = vehicle wells with enzyme and 100% = no enzyme wells
Yp Topo-I inh: inhibitors of Yersinia pestis topoisomerase I. Y. pestis Topo-I cleavage product accumulation, plate reader. AID 504884. activity, % at 10 µM. 360,000 compounds, 0.064% hits; in the data active = activity above about 50%, passing the limit was not always enough; note: inactives centre near 2
Vc quorum ag: quorum light induction in luxS cqsA deficient V. cholerae | 350,000 compounds, 0.16% hits | V. cholerae BH1578 lux reporter, luminescence, 6 h | AID 588436 | activation, % at 18.7 µM; in the data active = activation mostly above about 9.7%, no sharp cut-off; note: not every result past the cut was called active; inactives centre near 0; reference of the scale not given here
SSB-PriA inh: blocks PriA binding to SSB C-terminal tail | 430,000 compounds, 0.6% hits | AlphaScreen SSBct-PriA binding, biotinylated peptide | AID 1272365 | inhibition, % at 33 µM; in the data active = inhibition mostly above about 37%, no sharp cut-off; inactive = mostly below about 20%;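 note: plate controls were negative control peptide for no effect and reference peptide for full effect; strong numbers were not always called active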
Rv3671c protease: inhibits the M. tuberculosis serine protease Rv3671c; P9WHR9; inhibition, % at 5.96 µM; AID 2606; 320,000 compounds, 0.048% hits; in the data active = inhibition above about 38%;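 note: extracellular domain of Rv3671c used as enzyme; 0% = enzyme with DMSO and 100% = no enzyme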
Target sequence (P9WHR9 whole entry, looked up, the tested form may be a part): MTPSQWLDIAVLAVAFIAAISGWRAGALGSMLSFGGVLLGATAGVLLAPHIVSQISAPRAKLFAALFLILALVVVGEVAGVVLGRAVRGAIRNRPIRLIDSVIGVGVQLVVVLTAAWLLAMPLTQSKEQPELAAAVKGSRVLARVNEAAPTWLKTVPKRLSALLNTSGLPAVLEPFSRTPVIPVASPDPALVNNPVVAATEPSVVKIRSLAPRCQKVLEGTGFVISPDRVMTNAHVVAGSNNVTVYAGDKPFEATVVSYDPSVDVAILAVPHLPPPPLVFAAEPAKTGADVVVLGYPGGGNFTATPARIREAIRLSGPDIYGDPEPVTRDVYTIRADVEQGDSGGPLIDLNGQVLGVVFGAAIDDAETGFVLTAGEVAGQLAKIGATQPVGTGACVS
TcdB inh: TcdB glycohydrolase inhibition | TcdB glycohydrolase enzymatic assay, plate reader | inhibition, % at 9.99 µM | 350,000 compounds, 0.24% hits | AID 652162; in the data active = inhibition above about 10%
DUSP3 inh: inhibitors of human VHR1 phosphatase (DUSP3) | P51452 | recombinant VHR phosphatase, pNPP absorbance | inhibition, % at 13.3 µM | 290,000 compounds, 0.52% hits | AID 1654; in the data active = inhibition above about 50%; note: some compounds called inactive have numbers as strong as hits
Target sequence (P51452 whole entry, looked up): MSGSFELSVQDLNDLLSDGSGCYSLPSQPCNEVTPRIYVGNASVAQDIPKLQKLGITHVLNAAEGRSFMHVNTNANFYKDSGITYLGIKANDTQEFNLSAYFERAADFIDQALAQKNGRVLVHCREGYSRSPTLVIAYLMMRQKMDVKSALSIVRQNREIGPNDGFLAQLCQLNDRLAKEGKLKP
SARS 3CLpro inh: SARS-CoV 3CLpro protease inhibition; inhibition, % at 6 µM; 290,000 compounds, 0.14% hits; recombinant SARS-CoV 3CLpro, quenched FRET peptide cleavage; P0C6X7; in the data active = inhibition above about 12%
Active calls of the source: *; i = inactive; . = no result given; & = joins results of further samples. Not all compounds are listed; the hit share may differ from the screen's.

SMILES	PrPC TRFRET	MazEF act	CCHFV vOTU inh	Yp Topo-I inh	Vc quorum ag	SSB-PriA inh	Rv3671c protease	TcdB inh	DUSP3 inh	SARS 3CLpro inh
CC12CC3CC(C1)CC(C(=O)NNC(=O)c1ccncc1)(C3)C2	3	-5	-18	6	-0.8	-1	0	-0.1	.	.
O=C(CCN1C(=O)/C(=C\c2ccccc2Cl)SC1=S)N1CCN(c2ccccc2)CC1	-1	-1	-3	19	-0.6	3	4	.	-12	2
CC(=O)Nc1ccc(S(=O)(=O)N(C#N)c2nc(C)cc(C)n2)cc1	5	4	-15	-3	i	-8	-4	0.6	-37	1
COc1ccccc1N(C)S(=O)(=O)c1ccc(C(=O)N(CC(N)=O)C(C)C)cc1	4	5	10	-6	.	-18	6	1.9	0	-2
Cc1ccc(S(=O)(=O)N2CCOCC2)cc1C(=O)NCc1ccc2c(c1)OCO2	11	1	1	-5	-0.3	-8	10	.	-7	3
CCOC(=O)C1CCN(/C=C2/C(=O)NC(=O)N(c3ccc(OCC)cc3)C2=O)CC1	5	-33	3	4	i	-15	0	-0.2	25	-5
COc1ccc(S(=O)(=O)Nc2cc([N+](=O)[O-])ccc2OC)cc1	-4	3	7	-2	-0.7	-1	7	0.2	-14	-2
O=C(COC(=O)Cn1cnc2ccccc21)Nc1ccc(F)c(F)c1	-1	-1	7	6	i	-7	-2	1.8	.	.
Cc1cc(C)c(NC(=O)C2CC(=O)N(Cc3ccccc3)C2)c(C)c1 (configuration not stated)	-4	9	1	10	-0.3	5	3	1.6	34	4
COc1ccccc1C(=O)N1CCN(CCNC(=O)C(=O)Nc2ccc(Br)c(C)c2)CC1	5	3	4	34	-1.7	2	3	1.5	10	-2
COc1cccc(N2CCN(S(=O)(=O)c3c(C)[nH]c(C)c3C(=O)N3CCCCC3)CC2)c1	-4	-8	3	1	-0.9	13	-1	0.6	11	4
O=C(CCc1n[nH]c(=O)[nH]c1=O)N/N=C/c1ccco1	-1	7	-11	-1	-0.5	.	-4	.	-3	4
CC(C)c1nnc(NC(=O)c2c(O)c3cccc4c3n(c2=O)CCC4)s1	4	1	10	38	-3.1	-16	-1	.	25	-1
Cn1c(NC(=O)CCC2CCCCC2)cc(=O)n(C)c1=O	0	14	-4	6	-0.2	-16	-11	1.5	23	-4
Cc1cc(N2CCN(C(=O)/C=C/C(=O)O)CC2)c2ccccc2n1	0	-1	-9	3	0.5	-11	-1	0.3	16	5
COc1ccc(C(C)=O)cc1COC(=O)CCC(=O)N(CC(C)C)c1c(N)n(CC(C)C)c(=O)[nH]c1=O	3	4	-5	-1	-3.7	-3	-6	1.4	.	.
O=C(Nc1ccc(Oc2ccccc2)cc1)C1CCCO1 (configuration not stated)	2	3	-13	7	1.8	-10	2	.	14	1
CCC(=O)n1nc(NCc2ccc(OC)c(OC)c2)nc1NCc1ccc(OC)c(OC)c1	8	-4	6	24	i	-13	9	.	13	0
Nc1n[nH]c(S(=O)(=O)CCCc2ccccc2)n1	5	-1	0	0	-0.3	-19	-2	.	25	-3
Cn1c(=O)c2cc(NC(=O)NCc3ccccc3)ccc2n1Cc1ccc(Cl)cc1	9	.	-120	35	i	.	.	-0.6	.	.
CCOC(=O)C(CC)Sc1ccc2nnc(-c3cccnc3)n2n1 (configuration not stated)	3	-2	0	-2	i	1	6	-0.3	6	1
COc1ccc(CNC(=O)Cn2ccc([N+](=O)[O-])n2)cc1OC	-1	-5	-8	8	0.3	-3	-6	-0.8	10	1
COc1ccccc1/C=C(/C(=O)OCC(=O)Nc1ccccc1C)c1ccccc1	1	-2	5	-8	i	9	-6	0.0	10	3
Cc1noc(NS(=O)(=O)c2ccc(NC(=O)CSc3n[nH]c(-c4ccccc4)n3)cc2)c1C	-1	3	11	8	-0.5	-1	-2	.	20	-6
O=C(CSCCNS(=O)(=O)c1ccccc1)Nc1ccccc1	4	5	4	-3	-0.5	-1	1	.	28	0
CC1(C)Cc2c(ccc3ccccc23)/C(=C/C(=O)N2CCCCC2)N1	12	-6	17	47	-0.2	8	3	.	42	-9
Cc1ccccc1N(CC(=O)NCc1ccccc1)C(=O)CCC(=O)Nc1nccs1	-1	4	2	20	i	-2	2	1.6	51*	0
COc1ccc(-n2nc(C(=O)NCC(=O)N3CCN(Cc4ccc5c(c4)OCO5)CC3)c3ccccc3c2=O)cc1OC	-4	4	-1	2	i	-9	-4	-0.8	22	0
COc1cc(OC)c(-c2oc3ccccc3c(=O)c2O)c(OC)c1	6	-3	8	10	.	-13	.	-1.1	.	.
CCOc1cc(CNC2CCCC2)ccc1OCc1ccccc1Cl	0	5	-3	7	-0.3	-7	-2	0.8	28	2
CCCCN(CC)c1nc(-c2ccncc2)nc2ccccc12	-6	-1	5	28	-0.2	-32	1	.	-6	-2
Cc1nn(Cc2ccccc2)c(Cl)c1/C=C/C(=O)OCC(=O)N1CCCC1=O	5	-2	12	2	i	0	-5	0.3	24	2
O=S(=O)(c1ccccc1)N1N=C(c2cccs2)CC1c1ccc(Br)cc1 (configuration not stated)	0	0	10	-7	0.4	-11	-5	.	-8	6
C[C@H](NC(=O)c1ncn2c1C(=O)NC[C@@H]2C)c1ccccc1	-1	3	-8	5	-0.7	.	.	0.6	.	.
Cc1nn(-c2ccccc2)c(C)c1C(=O)Oc1ccccc1	6	-7	0	12	-0.4	-17	6	1.7	18	-4
COC(=O)c1ccccc1NC(=O)COC(=O)C1CCCCC1	8	-7	32*	40	-0.4	-9	-1	1.0	3	1
CCn1c(C)nc2cc(C(=O)N/N=C(\C)c3ccccc3O)ccc21	2	2	-10	14	i	.	5	-9.7	21	-4
COc1cc(Cl)ccc1OCc1cc(C(=O)NC(C)Cc2cnccn2)no1 (configuration not stated)	-8	1	11	18	i	-3	5	0.2	14	-1
COc1cccc2nc3c(C(=O)NCCN(C)C)cccc3cc12	5	-10	6	-24	i	-6	.	1.4	.	.
O=C(CCl)NCCNC(=O)c1cc(OCC(F)(F)F)ccc1OCC(F)(F)F	-5	16	-3	5	-0.5	-3	0	-2.3	9	4
COc1ccc(N(CC(=O)Nc2cc(C)ccc2C)S(=O)(=O)c2c(C)[nH]c(=O)[nH]c2=O)cc1	5	3	-9	12	11	3	0	0.1	-4	5
O=C(N/N=C/c1ccco1)C1CC(=O)N(c2ccccc2)C1 (configuration not stated)	8	4	-1	-3	i	.	4	-0.5	22	6
CCn1cnc2cc(NCc3ccc(Cl)cc3)ccc21	6	0	-18	12	-0.5	22	1	2.4	-4	2
COc1ccc(CCNC(=O)COC(=O)c2ncc(Cl)c(Cl)c2Cl)cc1OC	2	5	11	11	i	-9	0	4.0	.	.
CCCOc1ccc(C(=O)NNC(=O)c2cccc(S(=O)(=O)N3CCN(C(C)=O)CC3)c2)cc1OC	-4	-1	-7	-3	-2.4	5	3	0.1	.	.
OCCN(CCO)CC(O)Cn1c2ccccc2c2ccccc21 (configuration not stated)	3	3	-5	-7	i	-8	-5	-2.0	23	-1
Cc1ccc(S(=O)(=O)CC(=O)NC(C)(C)C)cc1	-2	2	-5	2	-0.7	2	-7	.	0	-6
O=C(NCc1ccccc1)N[C@@H](Cc1ccccc1)C(=O)O	-4	-6	-8	4	i	0	5	.	5	-3
O=C(Nc1ccccc1)n1ccc(-c2ccc(-n3ccnc3)cc2)n1	1	.	-9	.	.	.	1	1.9	-6	5
CCc1cc(=O)oc2cc(OC(C)C(=O)NCCCn3ccnc3)ccc12 (configuration not stated)	6	9	-1	2	-0.4	3	-4	1.5	44	0
Following part:
SMILES	PrPC TRFRET	MazEF act	CCHFV vOTU inh	Yp Topo-I inh	Vc quorum ag	SSB-PriA inh	Rv3671c protease	TcdB inh	DUSP3 inh	SARS 3CLpro inh
COc1ccc([N+](=O)[O-])cc1NC(=O)COC(=O)c1ccc(O)cc1	-1	1	3	-6	-0.3	-9	-39	0.9	1	2
S=C(c1ccccc1)N(c1ccccc1)c1ccccc1	-1	4	8	1	3.7	33	-2	.	0	2
O=[N+]([O-])c1cc(S(=O)(=O)NCCc2ccccn2)ccc1Cl	-3	0	4	2	-1.4	-5	-4	-0.8	.	.
O=C(CN1CC=C(c2ccccc2)CC1)NC(=O)NCc1ccccc1	-4	1	-15	40	-0.6	-15	5	1.6	2	3
COc1cc(C2Nc3ccc4ncccc4c3C3=C2C(=O)CCC3)cc(OC)c1OC (configuration not stated)	-7	6	9	7	-0.4	-9	6	0.6	15	5
CSc1ncccc1C(=O)OCC(=O)NC1CCC(C)CC1 (configuration not stated)	-9	6	12	2	i	-10	-3	1.4	.	.
CCCCn1c(N)c(N(CC)C(=O)C2=COCCO2)c(=O)[nH]c1=O	-4	9	-20	2	-1.8	-7	2	1.6	.	.
COc1cc(CNCCc2c[nH]c3ccccc23)cc(OC)c1	-4	12	-7	-1	0.6	14	-3	-1.4	16	71*
CCc1cccc(C)c1NC(=O)C1CCCO1 (configuration not stated)	-4	1	7	4	i	3	1	.	26	2
COCCCn1c(C)c(C(C)=O)cc(NC(=O)c2ccccc2)c1=O	2	4	-9	5	0.6	-2	-1	0.6	9	6

A second format for part of the listing above.
> COc1cc(C2Nc3ccc4ncccc4c3C3=C2C(=O)CCC3)cc(OC)c1OC (configuration not stated)
  PrPC TRFRET: -7 | MazEF act: 6 | CCHFV vOTU inh: 9 | Yp Topo-I inh: 7 | Vc quorum ag: -0.4 | SSB-PriA inh: -9 | Rv3671c protease: 6 | TcdB inh: 0.6 | DUSP3 inh: 15 | SARS 3CLpro inh: 5
> CSc1ncccc1C(=O)OCC(=O)NC1CCC(C)CC1 (configuration not stated)
  PrPC TRFRET: -9 | MazEF act: 6 | CCHFV vOTU inh: 12 | Yp Topo-I inh: 2 | Vc quorum ag: i | SSB-PriA inh: -10 | Rv3671c protease: -3 | TcdB inh: 1.4 | DUSP3 inh: . | SARS 3CLpro inh: .
> CCCCn1c(N)c(N(CC)C(=O)C2=COCCO2)c(=O)[nH]c1=O
  PrPC TRFRET: -4 | MazEF act: 9 | CCHFV vOTU inh: -20 | Yp Topo-I inh: 2 | Vc quorum ag: -1.8 | SSB-PriA inh: -7 | Rv3671c protease: 2 | TcdB inh: 1.6 | DUSP3 inh: . | SARS 3CLpro inh: .

Going on with the list:
SMILES	PrPC TRFRET	MazEF act	CCHFV vOTU inh	Yp Topo-I inh	Vc quorum ag	SSB-PriA inh	Rv3671c protease	TcdB inh	DUSP3 inh	SARS 3CLpro inh
COCCn1c(CN2CCN(C(=O)c3ccco3)CC2)nc2c1c(=O)n(C)c(=O)n2C	3	-16	-2	-1	-0.4	-5	-8	-4.1	10	6
COc1ccc(/C(C)=N/NC(=S)NCCc2ccccc2)cc1	-3	-3	3	8	i	.	-15	1.1	10	4
CC(=O)C(Cc1ccccc1)NC(=O)CCl (configuration not stated)	2	9	-2	11	-0.2	-3	3	1.0	16	5
O=S(=O)(NCc1ccccc1)c1ccc(NC(=S)NCc2ccco2)cc1	1	6	0	-10	-0.7	-7	-21	-0.9	-16	-3
COc1ccc(C2c3c(oc4ccccc4c3=O)C(=O)N2CC2CCCO2)cc1 (configuration not stated)	-1	13	2	8	i	-10	4	0.0	-13	-5
CCOC(=O)C(CC)Sc1nc(N)c(NC(=O)c2ccc(OC)c(OC)c2)c(=O)[nH]1 (configuration not stated)	-5	0	5	1	-0.4	-6&-10	-7	0.5	5	-3
O=C(CSc1nc2ccccc2c(=O)n1CCCN1CCOCC1)Nc1ccc(F)c(Cl)c1	-8	9	-2	7	i	4	-1	1.2	.	.
CC1(OC(=O)C2CCCC2)C(=O)C=C2C=C(c3ccsc3)N(CC3CC3)C=C2C1=O (configuration not stated)	-21	5	10	-4	-1.4	-13	-58	0.5	11	.
Fc1ccccc1N1CCN(c2nc(-c3cccs3)nc3ccccc23)CC1	-6	-14	1	-9	i	-6	-1	1.1	18	0
Cc1sc2ncnc(SCC(=O)Nc3cccc(S(N)(=O)=O)c3)c2c1C	28*	-1	4	16	i	-3	2	0.5	.	.
O=[N+]([O-])c1ccc2oc(/C=C/c3ccc(O)cc3)nc2c1	5	4	5	6	i	.	.	1.3	.	.
Cc1ccccc1-n1sc2cc(F)ccc2c1=O	-6	-29	-12	-2	-0.3	-7	4	0.4	-2	1
CC(C)NC(=O)c1onc(CSc2ccc(Cl)cc2)c1C(=O)O	2	-2	2	1	-0.5	7	-12	1.8	16	8
